p53ts 32C tox: qHTS Screen for Compounds that Selectively Target Cancer Cells with p53 Mutations: Cytotoxicity of p53ts Cells at the Permissive Temperature. Potency, µM (series often up to 46.1 µM), inactives show at the top dose activity change, negative = cytotoxicity, hits mostly cytotoxic. H1299-p53A138V at 32C, ATP luminescence viability, 24 h. hit rate 0.93% among 130,000. AID 924, 2007;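 further: 0% = DMSO and -100% = full killing by reference compound; nearly all actives have a fitted effect of over 55% in size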
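Viability by ATPlite luminescence after 24 h compound treatment (up to 46 uM) at the permissive 32C. Cells are H1299 carrying p53 A138V. Scale runs from DMSO basal to 100 uM tamoxifen as full kill; AC50 from Hill fits.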
Peg3 imprint: qHTS Assay for Compounds that Induce Erasure of Genomic Imprints; mouse ES Peg3-LacZ reporter, beta-gal luminescence, 40 h; Potency, µM (doses to about 60.7 µM), without a hit: at the top dose activity change, positive = activation, most hits filed as activators; hit rate 0.02% among 110,000; AID 1948, 2009;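 further: 0% = negative control wells on the plate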
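Imprint erasure is scored as LacZ activity from the silenced maternal Peg3 allele in feeder-free female ES cells cultured 40 h with LIF. Luminescence is normalized to in-plate negative controls and fitted to the Hill equation.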
p53ts 39C tox: qHTS Screen for Compounds that Selectively Target Cancer Cells with p53 Mutations: Cytotoxicity of p53ts Cells at the Nonpermissive Temperature. H1299-p53A138V viability at 39C, ATP luminescence, 24 h. Potency, µM (titrated, usually from 46.1 µM), for inactives: at the top dose activity change, negative = cell killing, hits mostly cytotoxic. hit rate 1.5% among 130,000. AID 902, 2007; further: nearly all actives have a fitted effect of over 55% in size
IkB signaling: IkB Signaling; AID 445, 2006; Potency, µM (top dose mostly 57.1 µM), for inactives: at the top dose IkBa stabilization activation; hit rate 0.04% among 110,000; ABC-DLBCL IkBa-CBG/CBR dual luciferase ratio, 4 h; response scale: scaled: untreated 0%, proteasome inhibitor 100%; active means well fitted curve in the direction sought with a large enough effect in the signal ratio, not every such curve was filed as active; inconclusive means small, poorly fitted or top-dose-only effect, or a change in a side signal; the % refers to the signal ratio;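 further: the direction sought is a rising ratio; 0% = basal untreated cells and 100% = reference inhibitor full response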
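In this assay, an IκBα–CBG68 fusion accumulates when IKK-driven degradation is blocked; native CBR normalizes for cell number. OCI-Ly3 cells were treated 4 h with compound and doxycycline, then green and red light read after Chroma-Glo addition.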
Starred values were filed as active, the others as inactive; u = inconclusive; x = no result given; & = joins results of further samples; [ ] = remark or other dose. Unless noted, the call rests on the fitted dose curve; in most records, active means well fitted curve in the direction sought with a large enough effect; inconclusive means small, poorly fitted or top-dose-only effect, or another doubt; inactive means no such curve, though single readings can be large; an effect the other way counts as inactive or inconclusive. Unless noted, on the % scale 0 is the no-effect control and ±100 the full control effect; potency means the concentration at half of the fitted maximal effect. Compounds were not picked by outcome. Share with any hit: about 1.7%.

Key to letters: A = p53ts 32C tox; B = Peg3 imprint; C = p53ts 39C tox; D = IkB signaling
Cc1cccc(NC(=O)c2cnc3sccn3c2=O)c1
  A: 7.9µM* | B: -20% | C: 10µM* | D: 2.1%
COc1ccc(-c2nc(CS(=O)CC(=O)NCCc3ccc(Cl)cc3)c(C)o2)cc1OC (stereo unspecified)
  A: 4% | B: -9%[10.9 µM] | C: -17% | D: 0.3%
CCOC(=O)c1cc(=O)cc(C(=O)OCC)o1
  A: 3% | B: -2% | C: 6% | D: 1.2%
CCc1nnc(NC(=O)CSc2nnc(Cc3ccccc3)n2-c2ccc(OC)cc2)s1
  A: -1% | B: -3% | C: 6% | D: 3.9%
C=CCc1ccccc1OCCSc1nc(-c2ccccc2F)nc2cc(=O)[nH]n12
  A: -9% | B: 14%[10.9 µM] | C: 10% | D: -3.8%
COc1ccc(NC(=O)CSc2c3c(nc4ccccc24)CCC3)c(OC)c1
  A: u | B: -16%[10.9 µM] | C: u | D: u
COc1cccc(OC)c1OCCNCC1COc2ccccc2O1 (stereo unspecified)
  A: 2% | B: -20%&-14% | C: 5% | D: x
O=C(CCCn1c(=S)[nH]c2ccccc2c1=O)N1CCOCC1
  A: 9% | B: -7% | C: 13% | D: -0.4%
O=C1CCCc2cc(S(=O)(=O)N3CCCC(C(=O)Nc4ccc(F)c(Cl)c4)C3)ccc2N1 (stereo unspecified)
  A: -5% | B: 25%[10.9 µM] | C: -12% | D: u
Cc1ccc(CN(Cc2ccco2)C(=O)COc2ccc(Cl)cc2)o1
  A: -2% | B: -16%[10.9 µM] | C: -28% | D: u
COc1ccc(NC(=O)c2sc3nc4c(cc3c2N)CCCCCC4)c(OC)c1
  A: -12% | B: -13%[10.9 µM] | C: u | D: -3.0%
Cc1cc(NC(=O)CSc2ccc(Cl)cc2)no1
  A: 10% | B: 20% | C: -21% | D: -0.8%
CCCCSCCCNC(=O)C1CCC(CNS(=O)(=O)c2ccccc2)CC1 (stereo unspecified)
  A: 10% | B: -12%[10.9 µM] | C: -15% | D: -2.5%
CCN(CC)C(=O)C1CCCN(C(=O)Nc2ccc3nsnc3c2)C1 (stereo unspecified)
  A: 2% | B: -4% | C: 3% | D: -0.1%
COc1ccc(CNC(=O)C2CCN(S(=O)(=O)c3ccc4nc5c(c(C(=O)O)c4c3)CCCC5)CC2)cc1
  A: 0% | B: 9%[10.9 µM] | C: -9% | D: 0.8%
CC1/C=C/C=C/C=C/C=C/C=C/C=C/C=C/C(OC2OC(C)C(O)C(N)C2O)CC2O[C@@](O)(CC(O)CC(O)C(O)CCC(O)CC(O)CC(=O)OC(C)[C@H](C)C1O)CC(O)C2C(=O)O (stereo partly specified)
  A: -9% | B: -10% | C: 0% | D: x
Cc1cccc(CCn2c(=O)c3ccccc3n(Cc3ccccc3C)c2=O)c1
  A: 8% | B: -9%[10.9 µM] | C: -14% | D: u
O=C(O)c1ccc(Nc2ncnc3scc(-c4ccccc4)c23)cc1
  A: -15% | B: -16%[10.9 µM] | C: -4% | D: u
CCOCCCNC(=O)CCS(=O)(=O)Cc1ccc(C)cc1
  A: -23% | B: -1% | C: 11% | D: 2.2%
COc1ccc2nc3oc(C(=O)NC4CCN(Cc5ccccc5)CC4)cc3cc2c1
  A: -5% | B: 2% | C: -6% | D: -2.1%
CCCC(=O)c1ccc(N2CCN(S(=O)(=O)c3ccc(C)cc3)CC2)c(F)c1
  A: -1% | B: -12% | C: -10% | D: 0.7%
CCC(C(=O)N1CCN(c2ccccc2)CC1)n1c(C)c2cnn(-c3ccccc3)c(=O)c2c1C (stereo unspecified)
  A: 6% | B: -8%[10.9 µM] | C: -10% | D: u
OCc1nc2ccccc2n1Cc1c(F)cccc1Cl
  A: 5% | B: -11%[10.9 µM] | C: -21% | D: -1.1%
COc1ccc(CCNC(=O)NCc2noc3ccccc23)c(OC)c1
  A: 10% | B: 19%[10.9 µM] | C: -10% | D: -1.2%
COc1ccccc1CNC(=O)c1cnn2c(C)c(Cc3ccc(F)cc3)c(C)nc12
  A: -4% | B: -11%[10.9 µM] | C: -22% | D: u

Key to letters: A = p53ts 32C tox; B = Peg3 imprint; C = p53ts 39C tox; D = IkB signaling
COc1ccc(OCCCN2CCCC(C)C2)cc1 (stereo unspecified)
  A: 3% | B: -17% | C: 5% | D: 0.9%
COc1cc(CN2CCN(c3cccc(C)c3C)CC2)cc(OC)c1O
  A: 8% | B: -36%[inhibitor] | C: 20% | D: -0.5%
COc1cccc(CN2CCN(C(=O)CC(C)C)CC2)c1
  A: 1% | B: -11% | C: -3% | D: 0.0%
O=C(O)c1ccc(Br)c(S(=O)(=O)N2CCCC2)c1
  A: 0% | B: 3% | C: 5% | D: 0.1%
CCOc1cc(C2C(C(=O)N3CCCCC3)=C(C)NC3=C2C(=O)CC(C)(C)C3)ccc1O (stereo unspecified)
  A: -3% | B: -8% | C: 4% | D: 1.2%
CC1(C)Cc2ccccc2C(N)=C1C#N
  A: -17% | B: -3% | C: 7% | D: -0.2%
CCCCCOc1ccc(Br)cc1/C(C)=N/NC1=NCCN1
  A: -21% | B: x | C: -13% | D: x
COCCNC(=O)c1ccccc1NC(=O)c1nsc2ccccc12
  A: u | B: 13%[10.9 µM] | C: -13% | D: -1.3%
COc1ccc(NC(=O)CN(Cc2ccccc2)S(=O)(=O)c2ccc(C)cc2)cc1Cl
  A: 10% | B: -17%[10.9 µM] | C: 7% | D: u
COc1cccc(NC(=O)Cn2cc(C(=O)c3ccc(C)cc3)c(=O)c3cc(OC)ccc32)c1
  A: 7% | B: -6%[10.9 µM] | C: 5% | D: u
Cc1ccccc1OCC(=O)Nc1c(C(=O)Nc2ccccc2F)oc2ccccc12
  A: -7% | B: 9%[10.9 µM] | C: 24% | D: -0.9%
Cc1ccc([N+](=O)[O-])c(C)c1
  A: 8%[1.84 µM] | B: -1% | C: 10% | D: -2.7%
COc1cccc(C2N(c3ccc(Cl)c(Cl)c3)C(=O)C3CCCN32)c1OC (stereo unspecified)
  A: 3% | B: -26% | C: -15% | D: 2.8%
CC(=O)Nc1ccc(S(=O)(=O)NCc2ccc(C(=O)NCc3ccc4c(c3)OCO4)cc2)cc1
  A: -1% | B: -10% | C: -7% | D: 0.8%
O=C(NCCCN1CCOCC1)c1cc2cc(Br)ccc2oc1=O
  A: 1% | B: -10% | C: 21% | D: 3.0%
Cc1ccccc1CN(c1ccc(C(=O)N2CCCC2)cc1)S(C)(=O)=O
  A: 14% | B: -6% | C: 8% | D: 0.9%
CCN(CCCNC(=O)c1cc2cc3cc(C)ccc3nc2s1)c1cccc(C)c1
  A: -4% | B: -7%[10.9 µM] | C: 13% | D: u
COc1ccc(C2CC(=O)N3CN(c4ccccc4F)CSC3=C2C#N)cc1OC (stereo unspecified)
  A: -1% | B: -6% | C: -2% | D: 7.9%
CC(=O)Nc1cccc(-c2nc3ccc(NC(C)=O)cc3[nH]2)c1
  A: u | B: -72%[inhibitor] | C: u | D: 2.1%
CCc1ccc(OC(C)c2nc(-c3ccc(-n4cccc4)cc3)no2)cc1 (stereo unspecified)
  A: -6% | B: 11%[10.9 µM] | C: -5% | D: 1.2%
CCOC(=O)c1nnn(-c2nonc2N)c1-c1ccc(OCC)cc1
  A: -19% | B: -4% | C: -1% | D: -0.6%
Cc1ccc(C)c(NC(=O)c2cc(S(=O)(=O)N3CCCc4ccccc43)ccc2F)c1
  A: 2% | B: -19%[10.9 µM] | C: -11% | D: u
O=C(CSc1nccn1-c1ccc(F)cc1)NCc1ccc2c(c1)OCO2
  A: -8% | B: -11% | C: 1% | D: 1.6%
CCn1c(SCC(=O)N2CCCc3ccccc32)nc2ccccc2c1=O
  A: -6% | B: 5% | C: 4% | D: u
CCc1ccccc1N1CC(c2nnc(NC(=O)c3ccco3)s2)CC1=O (stereo unspecified)
  A: 3% | B: -11%[10.9 µM] | C: 8% | D: 0.1%

Among those listed so far, 2 have two or more sulfur atoms.
Key to letters: A = p53ts 32C tox; B = Peg3 imprint; C = p53ts 39C tox; D = IkB signaling
CCc1nnc(NC(=O)CSc2nnc(Cc3ccccc3)n2-c2ccc(OC)cc2)s1
  A: -1% | B: -3% | C: 6% | D: 3.9%
CCCCSCCCNC(=O)C1CCC(CNS(=O)(=O)c2ccccc2)CC1 (stereo unspecified)
  A: 10% | B: -12%[10.9 µM] | C: -15% | D: -2.5%

Continuation:
Key to letters: A = p53ts 32C tox; B = Peg3 imprint; C = p53ts 39C tox; D = IkB signaling
COc1ccc(C)cc1NC(=O)N(C(C)C)C1CCN(C(C)=O)CC1
  A: -6% | B: -14%[10.9 µM] | C: -18% | D: 0.4%
CSc1ccc(S(=O)(=O)Nc2cccc(F)c2)cc1
  A: -3% | B: -11% | C: 7% | D: 3.4%
O=C(O)C1CCC(=O)N1C1c2ccccc2Oc2ccccc21 (stereo unspecified)
  A: -7% | B: -6% | C: 4% | D: -0.3%
COc1cc(OC)c(C2=NOC(C(=O)O)C2)cc1Cl (stereo unspecified)
  A: 10% | B: 6% | C: 6% | D: 0.5%
Cc1ccsc1/C=N\NC(=O)c1n[nH]c2c1CCC2
  A: u | B: x | C: u | D: x
CC(C)c1ccc(NC(=O)c2cc(S(=O)(=O)NCCc3ccccc3)ccc2F)cc1
  A: 16% | B: -9%[10.9 µM] | C: u | D: u
Cc1ccc(SCc2c(C#N)c3ccccc3n2C)cc1
  A: 1% | B: x | C: 7% | D: x
CCCCC(=O)N1CCCC(c2nc3c(nnn3Cc3cc(C)ccc3C)c(=O)[nH]2)C1 (stereo unspecified)
  A: 13% | B: x | C: -7% | D: 13%
CN(Cc1nc(-c2ccncc2)no1)S(=O)(=O)c1ccccc1
  A: 1% | B: -17% | C: 22% | D: -6.8%
CCN(CC)S(=O)(=O)c1cccc(C(=O)Nc2ccccc2C(=O)Nc2ccc(Cl)cc2)c1
  A: -14% | B: -17%[10.9 µM] | C: -2% | D: u
COc1ccc(C)cc1NC(=O)CNC(=O)Cn1ccc2ccccc2c1=O
  A: -13% | B: -8% | C: -5% | D: 1.8%
CC(CN1CCOCC1)C(=O)O (stereo unspecified)
  A: -4% | B: 1% | C: 9% | D: 0.0%
CCOC(=O)CC(=O)CSc1ccc2nnc(-c3ccc(C)cc3)n2n1
  A: 1% | B: -8% | C: -11% | D: -0.9%
O=C(Nc1cccc(Br)c1)c1cc(S(=O)(=O)N2CCCCC2)c[nH]1
  A: 15% | B: -13%[10.9 µM] | C: 5% | D: -0.6%
Cc1cccc(Cn2c(N3CCN(c4ccccc4)CC3)nc3c2c(=O)n(C)c(=O)n3C)c1
  A: 18% | B: -2% | C: 22% | D: u
COC(=O)[C@@]1(Cc2ccc(F)cc2)[C@H]2c3cc(C(=O)N(C)C)n(Cc4ccc(OC(F)(F)F)cc4)c3C[C@H]2CN1C(=O)c1ccccc1
  A: 18% | B: -25% | C: 0% | D: x
CCc1ccc(NC(=O)Cn2nnc(C(=O)Nc3ccc(F)cc3)c2N)cc1
  A: 12% | B: -4%[10.9 µM] | C: u | D: -0.1%
CC(C)C1Oc2ccccc2N(CC(=O)N(Cc2ccccn2)C2CC2)C1=O (stereo unspecified)
  A: 0% | B: x | C: 9% | D: x
O=C(OCC(=O)N1CCN(c2ccccc2)CC1)c1ccco1
  A: 2% | B: 4% | C: -10% | D: 0.2%
Fc1ccc(-c2csc3ncnc(Cl)c23)cc1
  A: -6% | B: x | C: -5% | D: x
Nc1nonc1C(=O)NCCc1ccccc1
  A: -2% | B: -39%[inhibitor] | C: 2% | D: 0.1%
CN1CCN(C(=O)NC2CCCCC2)CC1
  A: 11% | B: x | C: 40% | D: x
Cc1cc(-c2ccc(C)c(S(=O)(=O)Nc3cccc(C#N)c3)c2)on1
  A: 1% | B: 6%[10.9 µM] | C: -12% | D: u
C=C(C)c1cccc(C(C)(C)NC(=O)Nn2cnnc2)c1
  A: 8% | B: -13% | C: 8% | D: 0.3%
COc1ccc(NC(=O)c2ccco2)cc1NC(=O)c1cc(OC)c(OC)c(OC)c1
  A: -15% | B: 1%[10.9 µM] | C: -13% | D: u

Screens (PubChem)
